ADAM17 inh: inhibitors of human ADAM17; recombinant ADAM17, EDANS/DABCYL FRET peptide cleavage; inhibition, % at 6.95 µM; 370,000 tested, 0.83% active; AID 720648;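 active = inhibition above the mean of compounds lying between control limits plus 3 SD, set per campaign, cut at about 8.5% in these data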;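 also: 0% = DMSO-only wells as the low control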
ASAP1 inh: inhibitors of human ASAP1 ArfGAP activity | 360,000 tested, 0.19% active | ASAP1-stimulated ARF1 GTP hydrolysis, GDP FP detection | inhibition, % at 16.5 µM; in the data active = inhibition above about 25%;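 also: 0% = vehicle with enzyme and substrate and 100% = no enzyme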
ARFGAP1 inh: rat ARFGAP1 inhibition; Q62848; Arfgap1-stimulated ARF1 GTP hydrolysis, GDP FP detection; inhibition, % at 16.5 µM; 360,000 tested, 0.26% active; AID 651572;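 active = inhibition above a per-plate limit, mean inhibition of low control wells plus 3 SD, cut at about 25% in these data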;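 also: 0% = DMSO wells with enzyme and 100% = wells lacking Arfgap1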
Target sequence (Q62848 1-136 limits assumed): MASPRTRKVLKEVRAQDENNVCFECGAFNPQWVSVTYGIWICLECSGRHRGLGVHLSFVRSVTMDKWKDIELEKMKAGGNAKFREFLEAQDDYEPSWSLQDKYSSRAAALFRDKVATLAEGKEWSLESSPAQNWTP
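Repeats: one replicate per compound; assay system: rat Arfgap1 catalytic domain, aa 1-136; times: enzyme reaction 120 min at 25 °C after 20 min preincubation; detection: FP of antibody-bound GDP Alexa 633 tracer, ex 620/em 688 nm; benchmarks: high control wells lacking Arfgap1, low control full reaction with DMSO; reagent: human ARF1(Δ1-17)-GTP substrate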
TDP2 absorb: TDP2 (human) inhibition, absorbance primary screen; O95551; recombinant TDP2, T5PNP hydrolysis, p-nitrophenol absorbance 415 nm; inhibition, % at 12.8 µM; 370,000 tested, 0.34% active; AID 720702;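 active = inhibition above the mean of all tested compounds plus 3 SD, set per campaign, cut at about 25% in these data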;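 also: 0% = DMSO with enzyme and 100% = buffer with substrate but no TDP2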
Target sequence (O95551 whole entry, looked up): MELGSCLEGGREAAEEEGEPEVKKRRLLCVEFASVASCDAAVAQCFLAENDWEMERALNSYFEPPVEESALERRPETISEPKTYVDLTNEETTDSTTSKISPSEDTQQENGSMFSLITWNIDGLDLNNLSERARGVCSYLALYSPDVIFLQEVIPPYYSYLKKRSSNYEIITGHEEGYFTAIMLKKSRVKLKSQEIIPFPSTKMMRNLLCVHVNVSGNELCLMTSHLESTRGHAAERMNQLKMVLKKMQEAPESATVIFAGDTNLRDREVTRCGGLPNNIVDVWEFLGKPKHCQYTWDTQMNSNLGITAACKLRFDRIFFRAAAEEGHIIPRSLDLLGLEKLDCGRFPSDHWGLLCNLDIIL
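Assay system: Recombinant human TDP2 | Quantity: 120 nM TDP2 per well | Incubation: 2 h at 37 °C | Signal: Epi absorbance | Evaluation: Percent inhibition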
LEDGF integ inh: blocks HIV-1 LEDGF/p75-dependent DNA integration. TR-FRET IN-LEDGF/p75 DNA integration, Eu/Cy5. inhibition, % at 3.7 µM. 370,000 tested, 0.64% active. AID 743269;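 active = inhibition above the screen-wide mean plus 3 SD, cut at about 13% in these data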;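 also: signal is the Cy5 over europium emission ratio at 671 and 618 nm; 0% = plate median of compound wells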
Tn7 DDE FP: DD(E)-Tn7 binding inhibition, primary FP screen. 370,000 tested, 0.13% active. FP displacement of FITC-Tn7 peptide from fibrin DD(E); 0% = median of compound wells per plate. inhibition, % at 8.3 µM;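 active = inhibition above the mean of compounds falling within the control limits plus 3 SD of them, cut at about 14% in these data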;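 also: 0% = plate median of compound wells and 100% = 10 µM Aha-Tn7 peptide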
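Measure: % inhibition scaled between sample-field median and high-control FP; Test system: human fibrin DD(E); Quantity: 2 µM final DD(E) protein; Doses: one dose, 8.3 µM nominal; Schedule: compound with protein 10 min, then 3 h after probe, room temperature; Detection: fluorescence polarization; Medium: Tris buffer with calcium and detergent, pH 7.8.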
PLC-gamma1 inh: PLC-gamma1 (human) inhibition, primary screen | purified PLC-gamma1, fluorogenic substrate, fluorescence | P19174 | 370,000 tested, 0.84% active | inhibition, % at 12.2 µM | AID 720700; in the data active = inhibition above about 9.5%
KLK7 zymogen act: activators of human kallikrein-7 zymogen; activation, % at 7 µM; AID 652039; P49862; purified proKLK7, EDANS-DABCYL substrate fluorescence; 100% is mature enzyme control, 0% vehicle; 370,000 tested, 0.9% active;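 active = activation above the mean of all tested compounds plus 3 SD, computed per campaign excluding outliers beyond control limits, cut at about 13% in these data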
ADAM10 inh: ADAM10 inhibition, QFRET primary screen. recombinant ADAM10, EDANS/DABCYL FRET peptide cleavage, 3 h. inhibition, % at 7 µM. 370,000 tested, 0.62% active. AID 720582;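 active = inhibition above a per-campaign cutoff equal to the mean of compounds falling between control-based bounds plus 3 SD, cut at about 20% in these data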;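 also: 0% = DMSO wells while the 100% control is not disclosed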
Target sequence (O14672 214-748 limits assumed): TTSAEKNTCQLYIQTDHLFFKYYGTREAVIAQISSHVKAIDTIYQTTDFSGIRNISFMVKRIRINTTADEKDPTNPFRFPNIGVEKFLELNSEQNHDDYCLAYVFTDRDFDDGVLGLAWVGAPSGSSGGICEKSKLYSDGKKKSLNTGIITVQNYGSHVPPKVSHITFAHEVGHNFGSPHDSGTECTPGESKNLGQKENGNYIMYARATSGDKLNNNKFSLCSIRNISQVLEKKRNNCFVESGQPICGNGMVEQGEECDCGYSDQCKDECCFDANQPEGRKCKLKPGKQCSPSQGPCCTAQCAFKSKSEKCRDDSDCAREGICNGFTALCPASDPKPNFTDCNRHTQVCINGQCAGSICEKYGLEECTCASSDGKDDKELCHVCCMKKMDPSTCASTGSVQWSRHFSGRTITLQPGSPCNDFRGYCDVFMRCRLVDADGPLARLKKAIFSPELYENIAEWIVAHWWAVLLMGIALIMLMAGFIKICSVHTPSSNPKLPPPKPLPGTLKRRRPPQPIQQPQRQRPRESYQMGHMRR
Tn6 DDE FP: inhibitors of Tn6 peptide binding to human fibrin DD(E); inhibition, % at 8.3 µM; AID 720509; 370,000 tested, 0.21% active; Fibrin DD(E) TRITC-Tn6 fluorescence polarization displacement;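 active = inhibition above a per-campaign cutoff: mean of compounds within control limits plus 3 SD, cut at about 15% in these data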;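 also: 0% = median of all compound wells on the plate and 100% = blocking peptide control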
Active calls of the source: *; i = inactive; nt = not tested or not shown. An unsorted share of the library (roughly 4.2% active in at least one column).

SMILES	ADAM17 inh	ASAP1 inh	ARFGAP1 inh	TDP2 absorb	LEDGF integ inh	Tn7 DDE FP	PLC-gamma1 inh	KLK7 zymogen act	ADAM10 inh	Tn6 DDE FP
COc1ccc(C2c3ccc(O)cc3Oc3ncn4nc(-c5ccncc5)nc4c32)cc1OC (configuration not stated)	-6	2	4	9	2	-10	1	-0.2	-9	4
C=CCN1CC(O)=C(c2nc3ccccc3[nH]2)C1=N	0	-2	-10	7	0	2	0	-0.7	7	-5
Cc1ccccc1C(=O)NCC(=O)Nc1ccccc1C(F)(F)F	-1	14	3	0	4	0	3	0.2	5	9
Cc1ccccc1-c1nc(CS(=O)CC(=O)NC2CCCCC2)c(C)o1 (configuration not stated)	7	3	6	-5	-1	1	4	-0.2	-3	6
Cc1ccc(OCC(=O)Nc2ccc(S(=O)(=O)N3CCOCC3)cc2)c(C)c1	1	3	7	-7	-2	-6	1	0.2	0	3
C[C@@H]1CN([C@H](C)CO)C(=O)c2cc(NS(=O)(=O)c3cn(C)cn3)ccc2O[C@@H]1CN(C)S(C)(=O)=O	-2	-4	-13	1	0	-1	0	-0.7	-6	7
CCn1c(SCC(=O)NC2CCCCC2)nnc1C(C)NC(=O)c1ccccc1F (configuration not stated)	-1	-3	2	-13	-6	-9	1	0.1	-2	4
COc1ccc(CCNC(=O)C2CCN(c3ccc(N4CCOCC4)nn3)CC2)c(OC)c1	-266	-6	-12	-3	2	-1	i	-0.8	i	-7
Cn1c(CNC(=O)c2ccco2)nnc1SCC(=O)Nc1ccccc1Cl	3	3	9	6	2	-2	0	0.1	-5	8
O=C(N/C(=C\c1ccc([N+](=O)[O-])cc1)C(=O)N1CCCCC1)c1ccc(Br)o1	-3	-5	6	14	-4	-6	-7	0.5	1	6
Cc1ccc(C)c(S(=O)(=O)Nc2cc(C)on2)c1	2	-1	7	-9	-1	-1	-3	-1.0	-5	10
CCn1c(SCC(=O)Nc2cccc(NC(=O)c3ccco3)c2)nnc1-c1cccs1	-1	-5	-8	8	-2	-1	-2	0.6	5	2
CCc1noc(C)c1C(=O)Nc1ccccc1C(C)(C)C	-4	2	3	2	0	4	1	0.0	4	6
O=C(NCCO)C(O)C(O)C(=O)NCCO (configuration not stated)	-2	-18	3	-4	6	0	3	-0.6	-2	1
Cc1noc(C)c1COC(=O)CCCNC(=O)c1ccc(Cl)cc1	2	-2	0	3	6	2	2	0.8	2	2
Cc1onc(-c2ccccc2)c1C(=O)Nc1ccc(Cl)cn1	-3	-7	3	2	1	5	0	0.5	5	-2
Cn1c(SCc2c(Cl)cccc2Cl)nc(C(F)(F)F)cc1=O	-3	12	-2	5	2	-7	2	-0.5	1	5
Cc1ccc(NC(=O)CN(C)C(=O)c2cc3c(s2)CCCCC3)cc1	2	5	-10	-7	-8	-1	0	-0.1	-4	2
O=C(CNC(=O)c1ccco1)NCC(=O)OCC(=O)c1ccc(Cl)c([N+](=O)[O-])c1	-1	1	10	6	5	6	3	-0.2	-3	0
COc1cccc(CC(NC(C)=O)C(=O)NC2CCN(S(=O)(=O)c3ccc(F)cc3)CC2)c1OC (configuration not stated)	-1	-1	5	-2	-3	4	2	-0.3	-5	8
Cc1ccc(NC(=O)c2cc(-c3ccc4c(c3)OCO4)on2)cc1	-2	-10	-4	8	1	-3	0	0.1	-5	6
CCOC(=O)C1CCN(C(=O)c2ccc(N(C)S(C)(=O)=O)cc2)CC1	-2	0	5	1	-3	7	2	-0.6	-5	6
O=C(NCc1ccccc1CN1CCCCC1)c1ccccc1N1CCCC1=O	-3	12	-8	9	-4	3	2	-0.4	-15	-7
Cn1ccc2c(N3CCCC3)cc3c(c21)C1CCC3C1 (configuration not stated)	-1	12	-9	1	5	-3	-13	0.4	-4	3
CCCCN1CCS(=O)(=O)N(Cc2ccccc2Br)CC(C(=O)OC)C1 (configuration not stated)	-2	11	8	4	1	2	3	-0.6	-5	-6
Cc1ccc2nc(-c3ccc(O)c(O)c3)cn2c1	-4	-1	-7	3	23*	6	-20	-3.4	-13	-3
CC(NC(=O)Nc1ccccc1Cl)c1ccc2c(c1)OCO2 (configuration not stated)	1	4	6	-6	-7	4	1	0.4	-5	-1
COC(=O)c1ccc2c(C(C)c3ccccc3O)c[nH]c2c1 (configuration not stated)	-91	nt	nt	13	0	8	-86	4.0	-285	-9
O=c1c2c3c(sc2n(CCN2CCCCC2)c(=O)n1Cc1ccco1)CCCCC3	1	0	-1	-4	-2	-4	1	0.7	4	2
COc1ccc(-n2c(=S)[nH]c3cc(C(=O)NCc4ccccc4OC)ccc3c2=O)c(OC)c1	6	9	-3	2	2	-1	4	0.3	14	-1

Three compounds already listed, sorted by their value in PLC-gamma1 inh, high to low.
SMILES	ADAM17 inh	ASAP1 inh	ARFGAP1 inh	TDP2 absorb	LEDGF integ inh	Tn7 DDE FP	PLC-gamma1 inh	KLK7 zymogen act	ADAM10 inh	Tn6 DDE FP
CCCCN1CCS(=O)(=O)N(Cc2ccccc2Br)CC(C(=O)OC)C1 (configuration not stated)	-2	11	8	4	1	2	3	-0.6	-5	-6
O=C(NCc1ccccc1CN1CCCCC1)c1ccccc1N1CCCC1=O	-3	12	-8	9	-4	3	2	-0.4	-15	-7
COC(=O)c1ccc2c(C(C)c3ccccc3O)c[nH]c2c1 (configuration not stated)	-91	nt	nt	13	0	8	-86	4.0	-285	-9

Additional records follow.
SMILES	ADAM17 inh	ASAP1 inh	ARFGAP1 inh	TDP2 absorb	LEDGF integ inh	Tn7 DDE FP	PLC-gamma1 inh	KLK7 zymogen act	ADAM10 inh	Tn6 DDE FP
CCCS(=O)(=O)NC(=O)C1(C)CCCN(C(=O)c2cc(F)ccc2C)C1 (configuration not stated)	4	8	-11	-11	3	-4	4	0.0	6	2
O=C(COC(=O)c1cccnc1Cl)Nc1ccccc1OC(F)F	-1	-13	9	-6	-2	-7	4	0.3	-8	-13
CC(OC(=O)c1cc2ccccc2o1)C(=O)Nc1ccc(N2CCOCC2)cc1 (configuration not stated)	-1	-3	0	-4	3	-2	-2	0.3	-2	2
O=C(NCc1ccc2c(c1)OCO2)c1ccc2c(c1)S(=O)(=O)c1ccccc1C2=O	1	8	-4	4	2	2	2	0.0	7	9
O=C(NN=Cc1ccc(F)cc1)C1CC1	-2	-10	-10	0	-1	6	0	-0.7	-12	6
COC(=O)c1ccccc1NC(=O)CNC(=O)c1ccc(OC)cc1	-3	-5	-8	4	2	3	0	0.2	-6	2
O=C1c2cccc3c([N+](=O)[O-])ccc(c23)C(=O)N1c1ccc(Cl)cn1	-4	6	1	3	-1	6	-195	0.5	-11	-9
CC(=O)c1cc(C(=O)c2ccccc2)sc1Nc1ccccc1	-2	-5	9	-4	-2	3	-94	-7.5	-21	-2
Cn1c(N)c(C(=O)c2ccc(F)cc2F)c(=O)n(C)c1=O	2	-17	6	-2	3	-5	6	0.2	4	-2
O=C(COc1ccc([N+](=O)[O-])cc1)Nc1cc(C(=O)O)cc(C(=O)O)c1	-3	1	-7	-13	-9	5	-1	-0.2	-1	-4
Cc1ccc2nc(NC(=O)C3CCCN(S(=O)(=O)c4cccnc4)C3)sc2c1 (configuration not stated)	4	-1	8	-19	6	0	2	-0.2	13	-7
O=C(CSc1n[nH]c(-c2ccc(S(=O)(=O)N3CCCCC3)cc2)n1)Nc1nccs1	-26	7	15	2	0	1	-21	-2.9	-83	-12
O=C1C[C@@H]2c3c(cccc3CN1Cc1ccccc1)C[C@@H](O)[C@H]2O	-1	8	-6	2	1	-7	0	0.0	4	3
Cc1cc(C(=O)N[C@@H](c2ccccc2)[C@]2(C)C[C@H]2[C@@H](C)C(=O)Nc2ccc3ccccc3c2)no1	2	2	-1	5	-2	4	-2	-0.1	7	1
CC1=C(C(=O)N(C)C)CC(CC(=O)NCCCCc2ccccc2)C(=O)N1Cc1ccc(C(C)(C)C)cc1 (configuration not stated)	11*	6	-5	-11	0	-3	6	-0.1	-2	-7
CCOC(=O)C1=C(C)Nc2ccccc2S1	-3	-1	-13	17	-4	6	-4	-0.4	-2	-2
O[C@H]1c2ccccc2[C@H](Cc2cncs2)[C@@H]1Br	-2	13	4	3	-4	-4	-3	0.2	-3	5
CCOc1ccccc1C(=O)NCC(=O)NCC(c1ccc(OC)cc1)N1CCOCC1 (configuration not stated)	-6	0	0	1	-1	6	0	-1.3	-13	-9
COc1cccc(N=Nc2ccc3cccnc3c2O)c1	3	-25	-8	-3	3	4	2	0.3	6	-3
CC1=N/C(=C/c2cc(Br)cc(Br)c2O)C(=O)O1	-2	4	-4	0	-6	0	-4	-0.2	-4	7
Cc1cc2ccccn2c1C(=O)Nc1ccccc1	-29	-4	1	-1	-2	2	-48	0.6	-101	3
NC(=NCCc1ccccc1)NS(=O)(=O)c1ccc(F)cc1	1	-3	4	-8	3	-10	2	-0.8	0	0
COc1ccc2ccccc2c1CN1CCN(Cc2ccccc2)CC1	-6	7	2	2	-4	-1	0	0.1	3	-1
Cc1ccc(S(=O)(=O)n2nc(OC(=O)c3c(-c4ccccc4Cl)noc3C)cc2N)cc1	5	1	-8	3	-1	5	3	0.2	13	8
O=C(Nc1nnc(Cc2ccc(Cl)cc2)s1)C1CCCO1 (configuration not stated)	-5	-13	5	5	-4	3	0	-0.3	-12	0
O=C(CCNS(=O)(=O)c1ccc(Br)cc1)NCc1ccc(Cl)cc1	1	-1	2	8	1	-3	-1	0.9	3	5
Cc1n[nH]c(=S)n1-c1ccc(Cl)cc1	-1	8	0	-7	5	-4	1	0.0	-1	4
O=C(Nc1nccs1)c1ccc(COc2c(F)c(F)cc(F)c2F)cc1	-8	8	10	-19	-5	8	0	-0.3	-3	-2
O=C(NC(=S)Nc1ccc(N2CCOCC2)c(Cl)c1)c1sc2ccccc2c1Cl	2	2	5	-2	-7	1	2	0.0	-4	-3
O=C(Nc1nnc(C2CC2)s1)c1cc([N+](=O)[O-])ccc1N1CCCCC1	8	-5	0	-11	6	-3	5	0.3	20	5
COc1ccc(OC)c2sc(N3CCc4ccccc4C3)nc12	-1	8	0	-6	-2	-6	1	-1.1	-2	-6
Cc1ccc(C(=O)N2CCN(c3ccccn3)CC2)cc1[N+](=O)[O-]	0	-1	3	6	4	-11	2	0.9	1	-1
CN=Cc1cc(-c2ccccc2)sc1O	-2	-3	0	4	-8	-7	0	-0.3	0	5
COC(=O)c1cn(NC(=O)c2ccc(OC)c(OC)c2)c(=O)c2ccccc12	1	1	-3	6	-1	0	2	0.2	1	3
CC(NCc1ccc(F)cc1)C(=O)NC1CCCCC1 (configuration not stated)	0	11	0	5	8	-6	4	0.2	-3	-5
